# Compound activity from PubChem BioAssay.
# CSN inh: inhibitors of human CSN-mediated cullin deneddylation | inhibition, % at 12.5 µM | Q92905 | actives 0.38% (n = 360,000) | AID 651999 | Purified CSN, SCF-Nedd8-OG deneddylation, fluorescence polarization;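 active means pattern-corrected inhibition above about 35%, with an unprinted fluorescence ratio check between 0.5 and 1.5, limit read from the data, passing the limit was not always enough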;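 further: 0% = enzyme with substrate and 100% = substrate without enzyme; some results filed as inactive read as strong as hits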
# Target sequence (Q92905 whole entry, looked up, one chain of several): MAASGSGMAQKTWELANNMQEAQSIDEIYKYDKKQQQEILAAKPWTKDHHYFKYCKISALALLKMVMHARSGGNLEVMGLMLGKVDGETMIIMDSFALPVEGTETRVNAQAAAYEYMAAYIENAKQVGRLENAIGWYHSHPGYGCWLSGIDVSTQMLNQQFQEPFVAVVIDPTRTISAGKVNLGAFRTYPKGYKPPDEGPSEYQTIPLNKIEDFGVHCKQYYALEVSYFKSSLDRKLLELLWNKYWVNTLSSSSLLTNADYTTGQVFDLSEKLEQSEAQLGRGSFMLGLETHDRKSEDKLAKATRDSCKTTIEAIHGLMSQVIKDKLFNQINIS
#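 assay system = purified human Csn5 enzyme expressed in HEK293T cells | amount = 0.24 nM enzyme | buffer or medium = Tris/NaCl/DTT buffer, pH 7.5 | reagent = 10 nM SCFSkp2-Nedd8OG | compound = one concentration, 12.5 µM, 0.25% DMSO | times = 90 min reaction at room temperature | signal = FP | read-out basis = % inhibition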
# Rpn11 inh: inhibitors of human proteasome Rpn11; human 26S proteasome, Ub4-pepOG fluorescence polarization; 20S core pre-blocked with epoxomicin; calls only at 20 µM; actives 0.59% (n = 360,000);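 active means inhibition at 20 µM, scaled to each plate's controls, above about 33%, limit read from the data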
# Rin1 Abl inh: human Rin1-Abl interaction inhibition | P00519+Q13671 | TR-FRET Rin1/Abl binding, biochemical | inhibition, % at 7.35 µM | actives 0.4% (n = 360,000); in the data active means inhibition above about 5%, passing the limit was not always enough
# FAS TE block: FAS thioesterase (human) inhibition | P49327 | inhibition, % at 15 µM | recombinant FAS-TE, OMFH fluorogenic substrate, fluorescence endpoint | actives 0.67% (n = 360,000);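 active means compounds whose normalised, plate-corrected inhibition of enzyme fluorescence in the single-dose primary screen is 50% or more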;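 further: 0% = DMSO with enzyme and 100% = substrate without enzyme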
# SKN-1 inh: blocks SKN-1 activity in C. elegans; C. elegans VP596 Pgst-4::GFP/RFP ratio, acrylamide-induced, 24 h; inhibition, % at 21.8 µM; actives 0.49% (n = 360,000); AID 624304;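 active means interference check ratio from 0.5 to 1.5 plus GFP to RFP signal ratio inhibition reaching or exceeding a fixed threshold, cut at about 30% in these data, passing the limit was not always enough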; further: some compounds called inactive have numbers as strong as hits
# Neddyl block: cullin neddylation inhibition | P61081+Q13564 | TR-FRET cullin neddylation, biochemical | calls only at 25 µM | actives 0.58% (n = 360,000) | AID 651699; in the data active means inhibition above about 36%
# MT1-MMP act inh: blocks activation of human MT1-MMP | P50281 | HT1080 RFP-PRO-GFP cells, GFP/RFP ratio fluorescence, overnight; percent of plate control window, DMSO zero | GFP/RFP ratio change, % at 20 µM | actives 0.061% (n = 360,000);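 active means GFP/RFP ratio change of at least 30% with cell ATP level not reduced by more than half and red fluorescence within 50% of control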; further: strong numbers were not always called active
#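 Compound: 20 µM single dose, 1% DMSO / System: HT1080 RFP-PRO-GFP cells / Controls: DMSO and RFP-L50D-GFP cell wells / Read-out basis: GFP/RFP fluorescence ratio / Schedule: overnight compound exposure at 37 °C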
# NadD block: blocks S. aureus nicotinate mononucleotide adenylyltransferase; purified NadD enzyme, colorimetric absorbance read-out; inhibition, % at 20 µM; actives 0.78% (n = 360,000); AID 602399; in the data active means inhibition above about 26%; further: some compounds past the cut are filed as inactive
# MLLE-PAM2 inh: inhibitors of microRNA-mediated deadenylation, human PABP1 MLLE binding. P11940. GST-MLLE / FITC-PAM2 fluorescence polarization. inhibition, % at 20 µM. actives 0.36% (n = 360,000). AID 588489; in the data active means inhibition above about 35%, passing the limit was not always enough;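 further: plate controls were DMSO wells with GST-MLLE for no effect and wells lacking GST-MLLE protein for full effect; some results filed as inactive read as strong as hits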
# Target sequence (P11940 whole entry, looked up): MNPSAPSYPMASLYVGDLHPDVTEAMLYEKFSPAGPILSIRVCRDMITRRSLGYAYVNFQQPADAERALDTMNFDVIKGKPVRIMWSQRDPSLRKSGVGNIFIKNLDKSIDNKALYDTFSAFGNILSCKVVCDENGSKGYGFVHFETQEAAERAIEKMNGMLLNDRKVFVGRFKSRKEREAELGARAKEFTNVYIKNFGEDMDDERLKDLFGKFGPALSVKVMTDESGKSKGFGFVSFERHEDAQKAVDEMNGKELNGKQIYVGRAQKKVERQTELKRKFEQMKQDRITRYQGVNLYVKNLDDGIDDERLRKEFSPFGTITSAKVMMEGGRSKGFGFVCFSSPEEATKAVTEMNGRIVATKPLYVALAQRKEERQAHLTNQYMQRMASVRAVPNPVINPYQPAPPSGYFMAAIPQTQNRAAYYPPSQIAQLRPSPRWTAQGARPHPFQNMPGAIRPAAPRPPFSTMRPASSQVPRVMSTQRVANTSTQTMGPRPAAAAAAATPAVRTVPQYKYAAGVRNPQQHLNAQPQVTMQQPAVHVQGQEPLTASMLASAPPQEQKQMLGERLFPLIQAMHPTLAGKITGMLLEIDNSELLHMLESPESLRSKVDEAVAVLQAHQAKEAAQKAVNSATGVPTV
# * marks the source's active call; other numbers are inactive results; i = inactive; / = no result given; + = active, no number.
SMILES,CSN inh,Rpn11 inh,Rin1 Abl inh,FAS TE block,SKN-1 inh,Neddyl block,MT1-MMP act inh,NadD block,MLLE-PAM2 inh
Cc1nnc(SCC(=O)N/N=C/c2cn(-c3ccccc3)nc2-c2ccc(F)cc2)n1-c1ccccc1,2,i,3,4,-29,i,0,11,-2
O=C(/C=C/c1c(Cl)nc2ccccn12)N1CCCCC1,-4,i,-1,-5,7,i,0,-1,-3
CC(OC(=O)c1ccccc1NCCO)C(=O)NCC(=O)Nc1ccc(F)c(F)c1F (configuration not stated),4,i,-3,-4,10,/,-1,2,-44
COc1ccc2c(c1OC)C(=O)OC2Nc1ncccc1C (configuration not stated),4,i,-2,-2,-13,i,7,1,-1
CCOC(=O)c1c(C)n(C)c2ccc(OC)c(NC(=O)CN3CCN(Cc4ccccc4)CC3)c12,7,i,7,-4,-2,i,-22,0,-12
Cc1ccc2nc(C3CCCCC3)c(Cc3cccc(F)c3)n2c1,-7,i,0,10,3,i,3,-4,-5
O=C(CN1C(=O)c2cccc3cccc1c23)Nc1cccnc1,-3,i,-11,0,9,i,7,5,0
NS(=O)(=O)c1ccc(NC(=S)N2CCC(O)CC2)cc1,3,i,-1,-4,-10,i,0,-4,1
Cc1ccc(F)cc1NC(=O)c1cccc(N(C)C)c1,2,i,-4,3,6,i,1,0,5
CCCCSc1nnc(C)c(=O)[nH]1,2,i,2,-11,2,i,3,0,16
CCc1ccc(NC(=O)N(CCN(C)C)C(C)c2cccnc2)cc1 (configuration not stated),-1,i,1,-7,0,i,3,-5,7
COc1ccc(NC(=O)CN(Cc2ccccc2)S(C)(=O)=O)c(OC)c1,-2,i,3,-4,2,i,0,4,4
CN(CC(=O)NCc1ccccc1)CC(=O)Nc1ccc(Cl)c(C(F)(F)F)c1,-4,i,-1,32,13,i,1,-3,6
COc1ccc(CNCCc2ccc([N+](=O)[O-])cc2)c(OC)c1OC,1,i,0,-2,-2,i,-11,-2,-6
Cc1nc2c(c3c1[nH]c1ccccc13)C(O)CC(C)(C)C2 (configuration not stated),0,i,-3,-8,7,/,2,-2,-5
CCOC(=O)c1sc2nc(CSc3ccccc3)[nH]c(=O)c2c1C,-2,i,-1,-3,5,i,-3,-4,-18
CCOc1ccc(CCNC(=O)CSc2n[nH]c(N)n2)cc1OCC,-1,i,3,-8,-6,i,2,-2,25
NC1(C(=O)O)CC1,-4,i,0,-2,-9,i,-1,-1,-13
[N-]=[N+]=NC1CC(CO)OC1n1ccc(=O)[nH]c1=O (configuration not stated),-3,i,1,-7,-10,i,3,-4,8
Cc1cccc(CS(=O)(=O)Cc2ccc(C(=O)NCc3cccs3)o2)c1,0,i,0,-3,3,i,-1,-3,-3

# Structural class: the compounds so far containing an aryl methoxy group
SMILES,CSN inh,Rpn11 inh,Rin1 Abl inh,FAS TE block,SKN-1 inh,Neddyl block,MT1-MMP act inh,NadD block,MLLE-PAM2 inh
COc1ccc2c(c1OC)C(=O)OC2Nc1ncccc1C (configuration not stated),4,i,-2,-2,-13,i,7,1,-1
CCOC(=O)c1c(C)n(C)c2ccc(OC)c(NC(=O)CN3CCN(Cc4ccccc4)CC3)c12,7,i,7,-4,-2,i,-22,0,-12
COc1ccc(NC(=O)CN(Cc2ccccc2)S(C)(=O)=O)c(OC)c1,-2,i,3,-4,2,i,0,4,4
COc1ccc(CNCCc2ccc([N+](=O)[O-])cc2)c(OC)c1OC,1,i,0,-2,-2,i,-11,-2,-6

# New compounds follow.
SMILES,CSN inh,Rpn11 inh,Rin1 Abl inh,FAS TE block,SKN-1 inh,Neddyl block,MT1-MMP act inh,NadD block,MLLE-PAM2 inh
OCC1OC(n2cnc3c(NCCc4ccccc4)ncnc32)C(O)C1O (configuration not stated),-4,i,1,0,14,i,0,7,5
CNc1c([N+](=O)[O-])cnn1-c1ccccc1F,-12,i,-3,0,1,i,0,-3,-2
S=C(NCC1CCCO1)Nc1cc(Cl)c(Cl)cc1Cl (configuration not stated),-1,i,2,18,7,i,-1,-8,35
CCC(=O)Nc1cccc(NC(=O)c2cccc([N+](=O)[O-])c2)c1,1,i,2,-6,7,i,5,0,-2
COCCn1c(-c2ccc(F)cc2)nc2cccnc21,3,i,3,-8,-2,i,-2,-1,-8
CCCCOC(=O)C1C2C=C[C@]3(CN(C(C)c4ccc(OC)cc4)C(=O)[C@H]13)O2 (some centres not stated),1,i,0,-4,25,i,1,0,3
O=C1CC(c2ccccc2)Cc2nc(N3CCc4ccccc43)ncc21 (configuration not stated),3,i,0,0,8,i,4,2,-6
CN1C(=O)/C(=C/c2ccc(C(=O)Nc3ccc(O)cc3C(=O)O)cc2)SC1=S,10,i,-2,17,22,i,2,40*,5
CC(=O)c1cccc(NC(=O)C2Cc3c(-c4ccc5c(c4)OCO5)ccnc3O2)c1 (configuration not stated),-4,i,6,10,14,i,-2,4,11
Cc1ccc(NC(=O)CCc2nnc3ccc(N4CCC5(CC4)OCCO5)nn23)cc1F,0,i,3,-1,0,i,-1,-2,-2
O=C(Cc1cn(-c2ccccc2)nc1-c1ccccc1)N1CCCCC1,-2,i,2,3,10,i,-4,6,-1
Cc1nn(CC(=O)Nc2c(F)c(F)cc(F)c2F)c(=O)c2cccn12,2,i,2,-4,13,i,2,-1,-3
Cc1cccc(CCNC(=O)CC2C(=O)NCCN2CC2CCCCC2)n1 (configuration not stated),3,i,1,-7,4,i,4,0,9
Cc1ccc(S(=O)(=O)N(C)C)cc1NC(=O)COC(=O)CCC(=O)c1cccs1,-1,i,-1,-1,9,i,-2,-7,2
Cc1ccc(C(=O)N/C(=C/c2cccnc2)C(=O)NCc2ccco2)cc1,7,i,4,-3,3,i,7,-3,-16
Clc1ccc(OCc2nnc(SCc3nnc(-c4ccccc4)o3)o2)c(Cl)c1,-4,i,-7,-2,-12,i,3,-1,-17
CCOC(=O)c1ccc(Nc2nc(N)c3cc(OC)c(OC)cc3n2)cc1,2,i,0,1,6,+,-4,1,13
Cc1ccc(/C=N/n2nnnc2N)o1,2,i,-5,-3,-10,i,-3,-3,-8
CCc1nc2scc(-c3ccc(C)cc3)c2c(=O)n1N,0,i,3,-2,-1,i,-2,1,7
Cc1cc(C)cc(C(=O)NCC(=O)OCC(=O)N2CCCC2)c1,-1,i,-2,-9,14,i,-2,0,-4

# Entries shown so far containing a COOH group, in the order listed:
SMILES,CSN inh,Rpn11 inh,Rin1 Abl inh,FAS TE block,SKN-1 inh,Neddyl block,MT1-MMP act inh,NadD block,MLLE-PAM2 inh
NC1(C(=O)O)CC1,-4,i,0,-2,-9,i,-1,-1,-13
CN1C(=O)/C(=C/c2ccc(C(=O)Nc3ccc(O)cc3C(=O)O)cc2)SC1=S,10,i,-2,17,22,i,2,40*,5

# Rewritten bar-delimited: entries from further up.
Structure | CSN inh | Rpn11 inh | Rin1 Abl inh | FAS TE block | SKN-1 inh | Neddyl block | MT1-MMP act inh | NadD block | MLLE-PAM2 inh
O=C1CC(c2ccccc2)Cc2nc(N3CCc4ccccc43)ncc21 (configuration not stated) | 3 | i | 0 | 0 | 8 | i | 4 | 2 | -6
CN1C(=O)/C(=C/c2ccc(C(=O)Nc3ccc(O)cc3C(=O)O)cc2)SC1=S | 10 | i | -2 | 17 | 22 | i | 2 | 40* | 5
CC(=O)c1cccc(NC(=O)C2Cc3c(-c4ccc5c(c4)OCO5)ccnc3O2)c1 (configuration not stated) | -4 | i | 6 | 10 | 14 | i | -2 | 4 | 11
Cc1ccc(NC(=O)CCc2nnc3ccc(N4CCC5(CC4)OCCO5)nn23)cc1F | 0 | i | 3 | -1 | 0 | i | -1 | -2 | -2
O=C(Cc1cn(-c2ccccc2)nc1-c1ccccc1)N1CCCCC1 | -2 | i | 2 | 3 | 10 | i | -4 | 6 | -1
Cc1nn(CC(=O)Nc2c(F)c(F)cc(F)c2F)c(=O)c2cccn12 | 2 | i | 2 | -4 | 13 | i | 2 | -1 | -3
Cc1cccc(CCNC(=O)CC2C(=O)NCCN2CC2CCCCC2)n1 (configuration not stated) | 3 | i | 1 | -7 | 4 | i | 4 | 0 | 9

# Following part.
SMILES,CSN inh,Rpn11 inh,Rin1 Abl inh,FAS TE block,SKN-1 inh,Neddyl block,MT1-MMP act inh,NadD block,MLLE-PAM2 inh
CCCCCc1cc(=O)[nH]c(=S)[nH]1,-4,i,1,-3,19,i,2,-6,17
Cc1ccc(-c2nc(C3CCCN(S(=O)(=O)c4ccc(C)cc4)C3)no2)cc1 (configuration not stated),0,i,-1,39,2,i,4,-2,-1
Nc1ccc2oc3ncccc3c(=O)c2c1,-3,i,-9,-7,18,i,8,-1,6
C=CCN1C(=O)CSc2ccc(C(=O)NCc3ccc(F)cc3)cc21,-1,i,2,4,-3,i,-2,2,12
Cc1cc2c(c(SCC(=O)NCc3ccccc3Cl)n1)C(=O)OC2,-1,i,3,10,1,i,9,-1,11
CNC(=O)C(=O)NCC1CCCN1S(=O)(=O)c1cccs1 (configuration not stated),0,i,3,-2,7,i,1,-4,-1
CCOc1ccc2nc(SC3CC(=O)N(c4ccc(OC)cc4)C3=O)sc2c1 (configuration not stated),2,i,-2,15,10,i,1,0,-8
COCC(=O)NC1CCN(S(=O)(=O)c2ccc(C(=O)O)cc2)CC1,1,i,-3,-10,-4,i,1,6,0
COc1ccccc1C(=O)NC(=O)COC(=O)c1ncc(Cl)c(Cl)c1Cl,-3,i,1,16,13,i,-4,1,2
COc1c(C)cc(C(O)c2ncc(-c3ccccc3C(F)(F)F)[nH]2)cc1C (configuration not stated),-2,i,-1,-2,8,i,-3,-2,-8
Cc1ccc(NC2CCCCC2NS(=O)(=O)c2ccccc2)c(C)c1 (configuration not stated),3,i,2,24,15,i,-5,3,6
COCCCNC(=O)c1cc2c(=O)n3cccc(C)c3nc2s1,2,i,1,-6,2,/,-1,-2,4
CCN1CCN(CC(=O)N2c3ccccc3CC2C)CC1 (configuration not stated),0,i,-2,-8,-7,i,2,-6,-5
C[C@H](CO)N1C[C@H](C)[C@@H](CN(C)C(=O)c2cc(-c3ccccc3)on2)OCc2cn(nn2)CCCC1=O,5,i,-3,-7,5,i,1,5,10
CCOC(=O)CN1C(=O)N(CC)C(C)=C(C(=O)OC)[C@@H]1c1ccccc1,1,i,7,-10,12,i,-1,0,7
COc1nc(-c2ccccc2)nc(C)c1CC(=O)O,-6,i,4,-1,5,i,-2,-4,9
C=C(C(=O)Nc1ccccc1)c1ccc(C)cc1,-1,i,-2,-3,15,i,2,0,17
COc1cc2c(cc1OC)CN(C(=O)Nc1ccccc1)CC2,0,i,1,-2,23,i,-1,0,-7
COc1ccc(/C=N/Nc2nnc(C)n2N)cc1OC,-1,i,-4,-4,-3,i,5,-3,1
